Screens: PubChem BioAssay, several laboratories
KLF5 inhibitor = KLF5 expression inhibitors, primary screen, DLD-1 cells, luminescence | DLD-1 KLF5 promoter-luciferase reporter | inhibition, % at 5 µM | 0.23% of 290,000 active | AID 1700, 2009;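 active = inhibition above a per-plate limit of that plate's mean compound inhibition plus 3 SD, cut at about 60% in these data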;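 also: 0% = DMSO wells and 100% = LY294002 at 200 µM; higher means less KLF5 promoter-driven luciferase light; inactives centre near -14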
HSP90 refold inh = HSP90 inhibitors, primary screen, cell lysate, luminescence | Rabbit reticulocyte lysate, luciferase refolding luminescence, 3 h | inhibition, % at 5.6 µM | 0.91% of 290,000 active | AID 1789, 2009;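 active = inhibition above the screen-wide mean plus 3 SD, computed separately per campaign, cut at about 16% in these data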;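 also: 0% = DMSO wells and 100% = 60 µM geldanamycin wells; inhibitors lower the luminescence because luciferase stays unfolded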
IEC-6 tox = cytotoxicity in IEC-6 intestinal epithelial cells, primary screen, cytotoxicity control for KLF5 inhibitor project, cell-based, luminescence; 0.78% of 290,000 active; IEC-6 cytotoxicity, luminescence viability; inhibition, % at 5 µM; in the data active = inhibition above about 22%;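 also: 0% = plate median of test compound wells and 100% = cytotoxic reference compound wells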
HSF-1 act = HSF-1 activators, primary screen, NIH3T3-HGL cells, MG132 stress, luminescence, single point. NIH3T3-HGL HSF-1 luciferase reporter, 8 h; 100% = twice DMSO control signal. activation, % at 9 µM. 1.7% of 300,000 active. AID 504408, 2011;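 active = mean replicate activation of at least 50% with a set share of replicates each reaching 50%; inconclusive = only one of those two conditions met; inactive = mean below 50% and too few replicates reaching it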;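 also: 0% = median of the neutral control wells and 100% = twice that signal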
AI-2 QS modul = Vibrio harveyi AI-2 quorum sensing modulators, primary screen, JMH597 strain, luminescence/OD600 ratio; Vibrio harveyi JMH597 AI-2 luminescence/OD600 ratio, 9 h; active compounds read low; strain lacks LuxN and CqsS sensors; 0 = neutral-control median; activity change, % at 7.5 µM; AID 2094, 2009; 0.4% of 300,000 active; in the data active = activity change below about -75%, passing the limit was not always enough; inconclusive = no clear call, values can overlap the other calls;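 also: luminescence divided by OD600 gain over 9 h not by final OD600 alone; inactives centre near 13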
aSyn UTR inh = MLPCN primary screen, SNCA 5' untranslated region | alpha-synuclein 5'UTR reporter, inhibitor activity | inhibition, % (tested at 7.5 µM) | 0.82% of 300,000 active | AID 1813, 2009; in the data active = inhibition above about 60%; inconclusive = no clear call, values can overlap the other calls;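 also: H4 neuroglioblastoma cells stably carrying SNCA 5'UTR luciferase fusion; 0% = DMSO wells and 100% = positive control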
PolyA inhibitor = polyadenylation inhibitors in yeast reporter cells, primary screen, luminescence, S. cerevisiae; AID 1875, 2009; S. cerevisiae SKY197-pL101 polyadenylation reporter, beta-gal luminescence; efflux-impaired pdr1/pdr3 knockout yeast; score 100 = 6 SD above DMSO; calls only at 12 µM; 0.02% of 300,000 active;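 active = lowest replicate activity score at least 50, where 100 means six control SD above control mean; inconclusive = lowest score under 50 but half or more replicates reach 50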;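 also: yeast exposed to compound for 9 h at 30 °C; higher score means more reporter readthrough which indicates perturbed polyadenylation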
GSK3B inh = human GSK3beta kinase inhibitors, primary screen, biochemical, cell-free homogeneous, HTS | GST-GSK3beta kinase, ADP-Glo luminescence, 60 min; active compounds read low | activity score (negative = inhibition), % at 10 µM | 0.038% of 300,000 active;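 active = more than half of replicate wells score below -50%, meaning over 50% inhibition versus plate controls; inconclusive = some replicates but at most half score below -50%; inactive = no replicate scores below -50%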;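 also: 0% = median DMSO wells and -100% = median GW8510 positive control wells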
Target sequence (P49841 whole entry, looked up): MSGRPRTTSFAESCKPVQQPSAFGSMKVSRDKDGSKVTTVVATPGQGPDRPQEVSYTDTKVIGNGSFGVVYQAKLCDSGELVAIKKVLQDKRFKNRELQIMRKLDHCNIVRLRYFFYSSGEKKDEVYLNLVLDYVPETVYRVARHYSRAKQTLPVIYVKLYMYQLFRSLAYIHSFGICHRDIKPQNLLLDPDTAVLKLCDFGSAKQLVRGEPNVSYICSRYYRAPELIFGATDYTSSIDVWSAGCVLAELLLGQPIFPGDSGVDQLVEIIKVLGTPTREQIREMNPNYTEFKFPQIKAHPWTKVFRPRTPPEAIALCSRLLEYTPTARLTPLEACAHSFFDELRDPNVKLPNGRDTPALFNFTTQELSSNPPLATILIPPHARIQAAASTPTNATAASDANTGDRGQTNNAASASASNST
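Assay system: GST-fused GSK3beta enzyme, cell-free / Medium: Tris pH 7.5 buffer with MgCl2, DTT, BSA, heparin / Also added: peptide substrate plus 25 µM ATP (final) / Compound: 10 µM single point / Timing: kinase reaction with compound 60 min at room temperature / Detection: ADP-Glo luminescence / Benchmarks: DMSO neutral wells and GW8510 at 20 µM as positive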
HSF1 inhib = HSF1 inhibitors in luciferase reporter cells, primary screen, cell-based, NIH3T3, luminescence. NIH3T3-HGL HSE-luciferase, MG132-induced, luminescence 8 h; active compounds read low. activity change, negative = inhibition, % at 7.5 µM (by protocol). 0.77% of 300,000 active;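 active = more than half of replicate wells show activity change below -50%, luminescence cut by over half; inconclusive = some wells, but at most half, below -50%; inactive = no replicate well below -50%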;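 also: luciferase reports HSF-1 transcriptional activity via heat shock element; 0% = median of DMSO wells and -100% = zero luminescence signal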
GSK3 alpha inh = blockers of GSK3A enzyme activity – biochemical, luminescence, cell-free homogeneous, HTS, primary screen | GSK-3 alpha kinase, ADP-Glo luminescence, 60 min | inhibition, % at 10 µM | 0.1% of 320,000 active | AID 2650, 2010;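 in the data active = inhibition above about 50%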;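 also: GST-tagged GSK-3 alpha with peptide substrate and 25 µM ATP; 0% = DMSO neutral wells and 100% = GW8510 positive control wells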
Target sequence (P49840 whole entry, looked up): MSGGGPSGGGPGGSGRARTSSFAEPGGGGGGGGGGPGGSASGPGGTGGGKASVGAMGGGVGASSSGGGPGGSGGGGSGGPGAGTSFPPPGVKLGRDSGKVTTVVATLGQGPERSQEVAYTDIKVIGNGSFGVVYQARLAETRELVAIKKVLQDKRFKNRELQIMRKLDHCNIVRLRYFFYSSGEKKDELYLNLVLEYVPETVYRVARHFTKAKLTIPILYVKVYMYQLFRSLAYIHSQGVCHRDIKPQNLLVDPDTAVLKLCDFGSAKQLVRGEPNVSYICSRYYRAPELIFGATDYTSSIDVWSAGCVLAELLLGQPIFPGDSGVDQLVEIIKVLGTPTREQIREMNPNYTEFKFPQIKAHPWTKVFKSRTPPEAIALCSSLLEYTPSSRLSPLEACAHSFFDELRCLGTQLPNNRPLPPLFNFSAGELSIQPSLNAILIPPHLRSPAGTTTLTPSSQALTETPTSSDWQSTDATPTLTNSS
An asterisk follows results filed as active; i = inactive; ? = inconclusive; . = not tested or not shown. This is a subset (hit frequency here may not be typical).

SMILES	KLF5 inhibitor	HSP90 refold inh	IEC-6 tox	HSF-1 act	AI-2 QS modul	aSyn UTR inh	PolyA inhibitor	GSK3B inh	HSF1 inhib	GSK3 alpha inh
COc1c[nH]n(C2CCCCC2)c(=O)c1=O	-40	3	0	-24	23	15	.	0	3	-2
CC1=C(C(=O)Nc2ccccc2)C(c2ccncc2)C(C#N)=C(SCC(=O)NC(C)C)N1 (stereo unspecified)	0	1	3	14	21	-3	i	0	-4	-2
O=C(OCC(=O)N1CCN(c2ccccc2)CC1)c1ccc[n+]([O-])c1	-21	0	1	8	4	-12	i	-3	-3	-1
Cc1cccc(N(C(=O)c2ccco2)C(C(=O)NC2CCCC2)c2cccnc2)c1C (stereo unspecified)	-19	3	-1	-84	-2	6	i	1	-79*	-1
Cc1cccc(CN2CCN(CC(=O)O)C2=O)c1	-17	-2	1	-39	34	16	i	1	-23	.
Cc1noc(C)c1COc1ccc(C(=O)N2CCCC(C(F)(F)F)C2)cc1 (stereo unspecified)	-15	1	1	-11	34	-9	i	-2	-7	-2
CCOC(=O)c1sc(Nc2nc3cc4c(cc3s2)OCO4)cc1C	-6	2	-2	-5	20	-19	i	1	-3	3
O=C(O)C1=C(C(=O)N2CCN(C(=O)c3ccco3)CC2)CCCC1	8	0	0	-12	.	-2	i	.	-4	-2
COc1ccc(C(=O)c2cc([N+](=O)[O-])ccc2N2CCCC2)cc1	-5	2	-4	-3	22	7	i	3	-5	0
COc1ccccc1NC(=O)NCCN1CCCCC1	-47	-2	4	3	7	-2	i	4	0	1
Cc1cc(C)c(S(=O)(=O)c2ccccc2)c(OC(=O)c2c(F)cccc2Cl)n1	-20	2	0	-1	26	-17	i	7	-5	-1
CCCN1CN(Cc2ccccc2)CC2=C1CC(C)(C)CC2=O	-24	1	1	10	5	1	i	-1	-2	1
COc1ccc([C@H]2C=C(C(=O)O)O[C@@H](OCc3ccc(CO)cc3)C2)cc1	.	.	.	-1	29	10	i	0	1	-26
CCC(=Cc1ccc(CC)cn1)CC	-14	2	-1	21	6	-4	i	0	-3	0
O=C(NN=C1CCCCCC1)c1c[nH]c2ccccc12	-9	-1	-2	5	12	-77	i	-2	2	-4
COc1ccccc1-n1c(SCC(=O)OC(C)C)nc2cccnc21	-26	2	0	-19	1	0	i	-3	2	-1
O=C(NCc1c(Cl)cccc1Cl)c1ccc2nnsc2c1	-5	4	4	-15	0	-3	i	0	-7	-1
N#Cc1sc(NCc2cccc(Cl)c2)nc1Cl	-57	-3	-8	24	-30	-10	i	-3	7	-1
Cn1cc(CN(CCO)Cc2cccs2)c(-c2ccccc2F)n1	-24	-1	-10	-2	19	-3	i	0	-3	9
O=C(c1cc2n(n1)C(C(F)(F)F)CC(c1ccc(Cl)cc1)N2)N1CCCC1 (stereo unspecified)	-16	-1	2	12	13	28	i	1	0	1
CCOc1cc(/C=C2\C(=O)N(c3cccc(C(=O)O)c3)N=C2C(F)(F)F)ccc1OCC(=O)Nc1ccccc1OC	5	-13	2	2	22	1	i	1	-2	-4
Cc1nc([N+](=O)[O-])c(Br)n1CC(=O)c1ccccc1	-6	3	-1	13	5	-4	i	1	8	0
CCc1cc2c(=O)c(-c3nc4ccccc4n3C)coc2c(CN2CCCC(C)C2)c1O (stereo unspecified)	-11	2	-1	-2	-10	-5	i	-4	-2	1
Cc1cnc(NC(=O)CSc2ncn(-c3ccccc3)n2)s1	-30	1	0	-13	100	21	i	0	4	-1
COC(=O)c1cn(C(=O)c2ccc(OC)cc2)c2ccccc12	31	5	52*	7	.	-147	i	.	-12	-1
O=C(Nc1ccccc1Cl)C1(c2ccccc2)CC1(Cl)Cl (stereo unspecified)	-6	3	-2	-19	4	18	i	1	-5	0
Cc1ccc(-c2nc(-c3ccccn3)sc2CC(=O)O)cc1	-10	2	6	-15	23	-27	i	0	-1	2
CC(C)CCN(C(=O)Nc1ccccc1)C(C)c1cccs1 (stereo unspecified)	-7	6	-1	10	16	31	.	5	4	2
CCOC(=O)CNC(=O)c1ccc(OCC(F)(F)F)cc1	-49	1	1	21	12	-76	i	-2	7	-3
CCN(CC)S(=O)(=O)c1ccc(C(C)NC(=O)Cc2c[nH]c3ccccc23)cc1 (stereo unspecified)	-35	-1	-9	28	9	2	i	-3	3	0
CSc1nc2ccc(NC(=O)c3ccc(=O)n(C)n3)cc2s1	-77	-2	2	14	-8	-70	i	3	15	3
COc1ccc(C)cc1N(CC(=O)Nc1ccc(S(=O)(=O)N2CCCC2)cc1)S(C)(=O)=O	-10	-6	0	-4	22	11	i	3	5	.
CC12CCC(=O)N1C(C(=O)Nc1nnc(SCc3ccccc3)s1)CS2 (stereo unspecified)	.	.	.	2	46	-9	i	4	-1	-3
CC1=CC(=O)CC2C1(C)CCC(C)C2(C)CCC(C)CC(=O)O (stereo unspecified)	.	.	.	11	2	-8	i	1	4	-9
O=C(NCc1ccco1)c1cnc2ccccn2c1=O	-27	-3	2	3	6	-5	i	3	-4	0
CCN1CCN(C(=O)c2cc3cc4cc(OC)ccc4nc3s2)CC1	-22	1	5	-12	8	-13	i	0	4	9
O=C(Nc1nc2ccc3ccccc3c2s1)c1ccc(N2CCCCC2)c([N+](=O)[O-])c1	-24	2	0	2	13	8	i	0	-9	-2
CCCc1ccc(OCCNC(=O)C2CCCCC2)cc1	-34	-4	-7	11	25	-27	i	2	-1	-4
COC(=O)c1[nH]c2ccc(F)cc2c1NS(=O)(=O)c1ccc(F)c(C)c1	-1	-3	14	9	11	13	i	-3	9	1
CN(C)CCNC(=O)C(=O)c1c(-c2ccccc2)cc2ccccn12	5	4	1	-3	5	-25	i	0	3	0

An excerpt from above with just HSP90 refold inh and HSF1 inhib.
canonical_smiles	HSP90 refold inh	HSF1 inhib
Cc1cccc(CN2CCN(CC(=O)O)C2=O)c1	-2	-23
CC12CCC(=O)N1C(C(=O)Nc1nnc(SCc3ccccc3)s1)CS2 (stereo unspecified)	.	-1

Next part.
SMILES	KLF5 inhibitor	HSP90 refold inh	IEC-6 tox	HSF-1 act	AI-2 QS modul	aSyn UTR inh	PolyA inhibitor	GSK3B inh	HSF1 inhib	GSK3 alpha inh
O=c1[nH]c(C2CCN(S(=O)(=O)c3ccc4c(c3)OCCO4)CC2)nc2c1nnn2Cc1ccc(F)cc1	8	7	5	6	23	10	i	1	-4	0
Brc1ccc(-c2cn3ccccc3n2)s1	-125	9	6	45	10	22	i	1	38	0
COc1ccccc1NC(=O)CSc1nnnn1-c1ccc(F)cc1	-14	3	7	-30	-3	2	i	-1	-13	-4
NNC(=O)COc1ccc(C(F)(F)F)cc1	0	4	0	6	7	3	i	-1	-3	-1
O=C(NCc1nnnn1-c1ccc(F)c(F)c1)c1ccc2ccccc2c1	.	.	.	15	4	7	i	-3	4	6
O=C(Nc1ccc(Br)cn1)c1ccc([N+](=O)[O-])o1	-4	0	17	131*	?	-38	i	0	87	2
CCCC(=O)Nc1ccc(C)c(O)c1	-32	-5	0	32	14	-11	i	-2	13	-2
O=C(NC1CC(=O)N(c2ccc3c(c2)OCCO3)C1)N1CCCCC1 (stereo unspecified)	.	.	.	-5	31	18	i	0	3	-2
Cn1c(=O)c(C=Nc2ccccc2)c(O)c2ccccc21	-29	-5	0	10	0	26	i	10	2	-3
O=C(CCc1nnc(CCCCc2ccccc2)o1)NCCN1CCOC1=O	-3	-2	7	4	10	-1	i	2	-7	-1
Clc1ccc2nc(N3CCCCC3)sc2c1	-108	0	0	56*	13	-148	i	-1	21	1
COc1cc(C(=O)NC(=S)N2CCCCCC2)cc(OC)c1OC	-24	-3	-7	10	20	-22	i	-3	0	-9
COc1ccc(CCN2CC(C(=O)NCCN3CCOC3=O)CCC2=O)cc1 (stereo unspecified)	-6	-5	-5	-2	10	-11	i	-1	-2	1
Cn1cnnc1SCC(=O)NN1C(=O)NC(C)(c2ccccc2)C1=O (stereo unspecified)	-3	1	-4	-5	11	3	i	1	-9	-2
COc1ccc(-n2c(CCc3ccccc3)nnc2SCC(=O)NCc2ccccc2)cc1	-12	0	-2	-11	-2	9	i	-2	-1	-18
COC(=O)c1ccccc1NC(=O)C1CC=CCC1C(=O)O (stereo unspecified)	0	1	1	17	11	3	i	0	0	-3
COc1ccc(Cl)cc1NC(=O)COC(=O)CCc1cc(OC)c(OC)c(OC)c1	-14	1	0	4	22	6	i	6	0	-2
O=C(CN1CCCc2ccccc21)NC(=O)NC1CCCCC1	-18	-3	-6	18	21	-38	i	-4	9	0
CC(C)=NOc1nc(N(C)C)nc(N2CCOCC2)n1	-3	-2	0	6	15	10	i	0	4	3
COc1cccc(C(=O)Nc2ccccc2F)c1	-51	-3	-5	14	4	-73	i	0	1	-1
CC(C)(C)NS(=O)(=O)c1ccc(NC(=O)C(Sc2ccccc2)c2ccccc2)cc1 (stereo unspecified)	0	0	-2	3	48	39	i	3	-1	-2
C=Cc1ccc(Cn2c(=O)n(C)c(=O)c3sccc32)cc1	-53	-1	8	5	7	-6	i	1	5	-4
COc1ccc(Nc2nc(C)nc3sc4c(c23)CCC4)cc1O	-18	1	0	-9	31	-7	i	-3	-2	4
CN(C(=O)c1ccc2c(c1)OCO2)C1CCCCC1	-69	-2	-4	23	24	-82	i	-1	7	1
CCOC(=O)N1CCC(=NNC(=O)c2cc3ccccc3cc2O)CC1	-8	0	3	20	21	18	i	0	-2	.
C[C@]12CCC(=O)CC1CCC1C2CC[C@@]2(C)C1CC[C@@]21CCO1 (stereo partly specified)	1	2	-2	-20	-1	-9	i	-1	-15	0
Cn1c(=O)c2cn(Cc3ccc(Cl)cc3)cc2n(C)c1=O	-25	2	2	-58	19	1	i	1	-43	3
COC(=O)c1ccc(C(=O)N2CCCC(N3CCN(c4ccc(F)cc4)CC3)C2)nc1 (stereo unspecified)	-5	0	2	4	17	-6	i	1	3	0
O=C(COc1ccccc1)Nc1ccc(N2CCCCC2)cc1	.	.	.	31	34	-74	i	-6	18	-4
CCOC(=O)N1CCN(C(=O)c2c[nH]c3ccc(S(=O)(=O)N(C)c4cccc(C)c4)cc3c2=O)CC1	-12	-4	5	-12	.	1	i	2	-4	-1
